From PubChem BioAssay
TSHR antagonist: Antagonists of the Thyroid Stimulating Hormone Receptor: HTS campaign; Thyrotropin receptor (Homo sapiens), P16473; TSHR-expressing cells, TSH-stimulated cAMP HTRF, 2 h; active compounds read low; activity change, negative = inhibition, % at 11.5 µM; hit rate 0.2% among 330,000; AID 504810, 2011;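 active = activity change below a set negative limit, meaning inhibition stronger than a set level, cut at about -70% in these data; inconclusive = activity change between two set negative limits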; note: % is set by controls: 0 for no effect and ±100 for the full control effect
Target sequence (P16473 whole entry, looked up): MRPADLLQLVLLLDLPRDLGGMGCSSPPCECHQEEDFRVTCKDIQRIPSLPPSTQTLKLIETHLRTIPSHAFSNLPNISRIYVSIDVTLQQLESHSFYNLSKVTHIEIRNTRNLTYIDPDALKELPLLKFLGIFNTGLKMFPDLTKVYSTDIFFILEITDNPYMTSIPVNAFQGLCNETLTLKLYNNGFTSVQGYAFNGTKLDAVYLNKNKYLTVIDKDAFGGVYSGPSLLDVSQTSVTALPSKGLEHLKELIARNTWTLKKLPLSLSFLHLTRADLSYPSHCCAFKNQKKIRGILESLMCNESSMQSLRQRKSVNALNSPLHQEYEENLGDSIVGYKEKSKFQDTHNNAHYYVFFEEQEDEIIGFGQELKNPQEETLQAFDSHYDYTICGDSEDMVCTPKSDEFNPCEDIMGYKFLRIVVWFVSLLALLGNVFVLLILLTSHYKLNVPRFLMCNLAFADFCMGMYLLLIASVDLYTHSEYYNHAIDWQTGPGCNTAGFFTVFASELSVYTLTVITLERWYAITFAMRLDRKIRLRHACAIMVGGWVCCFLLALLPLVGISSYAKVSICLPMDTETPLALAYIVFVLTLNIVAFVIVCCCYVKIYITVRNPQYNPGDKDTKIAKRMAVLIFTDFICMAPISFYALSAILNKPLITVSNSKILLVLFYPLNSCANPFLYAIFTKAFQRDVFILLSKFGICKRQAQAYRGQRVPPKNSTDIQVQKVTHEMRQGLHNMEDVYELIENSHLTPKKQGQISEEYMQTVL
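TSHR-expressing cells were treated with compounds, then stimulated with TSH at EC80 (4nM final) for 2 hours at 37 deg C. Cellular cAMP was measured by HTRF competition between lysate cAMP and cAMP-d2 for a cryptate-labelled anti-cAMP antibody.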
TSG101-PTAP inh: qHTS Assay for Iinhibitors of HIV-1 Budding by Blocking the Interaction of PTAP/TSG101 | Tumor susceptibility gene 101 protein (Homo sapiens), Q99816 | Fluorescence polarization, FITC-PTAP peptide / Tsg101 binding | Potency, µM (doses to about 115 µM), for the others: top-dose activity change, negative = inhibition, most hits filed as inhibitors | 340,000 tested, under 10 active; active = well fitted inhibition curve with a large enough effect in the main read-out, with a control signal flat, not every such curve was filed as active; inconclusive = small, poorly fitted or top-dose-only effect, or effect the other way, or a change in a side signal; inactive = no such curve, though single readings can be large or run the other way; note: potency is the fitted concentration of half-maximal effect; % of control where 0% means no effect
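Compounds were pin-transferred onto Tsg101 binding domain (10 uM final) in HEPES pH 7.5 buffer, then FITC-PTAP peptide was added at 50 nM final. After 20 min at RT, polarization reported peptide displacement across a qHTS concentration series.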
AT treatment: qHTS Assay for Identifying a Potential Treatment of Ataxia-Telangiectasia; […] A-T fibroblasts, KAP-1 phosphorylation AlphaLISA; neocarzinostatin DNA damage 30 min before lysis; Potency, µM (series often up to 57.5 µM), for inactives: at the highest dose activation, hits mostly activators; hit rate 0.19% among 320,000; note: potency is the fitted concentration of half-maximal effect; % of control where 0% means no effect; nearly all actives have a fitted effect of over 45% in size
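ATM-like activity read as KAP-1 phosphorylation via AlphaLISA donor/acceptor antibody pairs after lysis and 6 hr at 25C. Cells were ATM-null patient fibroblasts ([…], hTERT), dosed 60 min, then exposed to the DSB inducer NCS for 30 min.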
Mito fusion yeast: qHTS Assay for Small Molecule Inhibitors of Mitochondrial Division or Activators of Mitochondrial Fusion. S. cerevisiae fusion-defective mutant growth rescue, CellTiterGlo 48 h. Potency, µM (titrated, usually from 46.1 µM), without a hit: at the highest dose growth rescue (activation), actives largely listed as activators. hit rate 0.23% among 320,000;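 note: potency is the fitted concentration of half-maximal effect; % of control where 0% means no effect; nearly all actives have a fitted effect of over 45% in size; temperature-sensitive fusion mutants such as fzo1-1 at 37 °C on non-fermentable ethanol glycerol medium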
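Read-out: ATP-based luminescence (CellTiterGlo, 10 min ambient) reporting growth of fusion-defective ts yeast after 48 hours at 37C on glycerol/ethanol YPEG medium in the presence of compound.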
Chronic BCR inh: qHTS Assay to Find Inhibitors of Chronic Active B-Cell Receptor Signaling. ABC-DLBCL IkBa-CBG/CBR reporter, luminescence ratio, 4 h. Potency, µM (series often up to 46.1 µM), without a hit: top-dose ratio change, negative = lower green/red ratio, usual class: inhibitors. hit rate 0.05% among 340,000. AID 493014, 2011; active = well fitted inhibition curve with a large enough effect in the signal ratio, with a control signal flat, not every such curve was filed as active; inconclusive = small, poorly fitted or top-dose-only effect, or effect the other way, or a change in a side signal; the % refers to the signal ratio;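 note: potency is the fitted concentration of half-maximal effect; plate controls were basal doxycycline-induced cells for no effect and cells given 10 µM MG132 for full effect; MG132 reads +100%, hits lower the ratio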
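TMD8 ABC-DLBCL cells carrying doxycycline-inducible green luciferase fused to IkappaBalpha plus unfused red luciferase were exposed to compounds (up to 46 uM) for 4 hrs at 37C. Activity came from the overlap-corrected green/red luminescence ratio.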
ELG1 DNA repair: qHTS screen for small molecules that inhibit ELG1-dependent DNA repair in human embryonic kidney (HEK293T) cells expressing luciferase-tagged ELG1; HEK293T ELG1-luciferase reporter, luminescence, 16 h; DNA damage induced by 5-fluorouridine; Potency, µM (top dose mostly 46.1 µM), without a hit: at the top dose activity change, negative = inhibition, usual class: inhibitors; hit rate 2.3% among 330,000; AID 504467, 2011; note: potency is the fitted concentration of half-maximal effect; % is set by controls: 0 for no effect and ±100 for the full control effect; nearly all actives have a fitted effect of over 55% in size
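Step one: seed 2,000 cells per well. Step two: pin-transfer compound or DMSO alongside 5-fluorouridine. Step three: incubate 16 hr, 37 °C, 5% CO2. Step four: add ONE-Glo, wait 30 min, read luminescence.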
S-ASM inh: Inhibitors of Secretory Acid Sphingomyelinase (S-ASM): qHTS; Sphingomyelin phosphodiesterase (Homo sapiens), P17405; placental ASM, HMU-PC fluorogenic substrate, 60 min; Potency, µM (titrated, usually from 57.5 µM), without a hit: top-dose activity change, negative = inhibition, usual class: inhibitors; hit rate 0.006% among 340,000; AID 504937, 2011; note: potency is the fitted concentration of half-maximal effect
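Fluorescence read-out (Ex 386 nm, Em 447 nm) after stopping the reaction at pH 10. Enzyme: ASM from human placenta; substrate HMU-PC0, 9 uM final; 60 min, 37 °C. Compound preincubation 10 min, ambient temperature.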
TCR activator: Activators of T cell receptors: qHTS campaign. primary human leukocytes, anti-CD3, IL-2 HTRF, 48 h. Potency, µM (doses to about 9.22 µM), for the others: at the highest dose activation of IL-2 secretion, actives largely listed as activators. 330,000 tested, under 10 active. AID 504894, 2011; note: % of control where 0% means no effect
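Activity was scored as IL-2 release from primary human leukocytes given only a TCR signal (a-CD3 beads) plus compound for 48 hr. Detection used a two-antibody HTRF format read at 665nm.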
Tb PFK inh: qHTS Assay to Find Inhibitors of T. brucei phosphofructokinase. AID 485367, 2010. Potency, µM (series often up to 57.5 µM), for the others: at the highest dose activity, negative = inhibition, hits mostly inhibitors. T. brucei PFK, ADP-Glo luminescence. ATP-dependent 6-phosphofructokinase (Trypanosoma brucei brucei), O15648. hit rate 0.17% among 330,000;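 note: potency is the fitted concentration of half-maximal effect; 0% = uninhibited 1x PFK enzyme wells and -100% = no-enzyme wells; nearly all actives have a fitted effect of over 60% in size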
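ADP-Glo luminescence quantified ADP after 45 min at room temperature, with 1.25 nM T. brucei PFK, 0.1 mM ATP and 0.5 mM fructose-6-phosphate in pH 8.0 TEA buffer. qHTS titrations up to 57 µM; curves classified by quality.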
Integrin act MD: qHTS for Activators of Integrin-Mediated Alleviation for Muscular Dystrophy. alpha7betagal myoblasts, beta-gal FDG fluorescence, 48 h. Potency, µM (highest dose often 38.3 µM), for the others: at the highest dose activation, actives largely listed as activators. hit rate 0.064% among 350,000;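 note: potency is the fitted concentration of half-maximal effect; 100% = response of the positive control SU9516; nearly all actives have a fitted effect of over 60% in size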
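Alpha7betagal+/- myoblasts (passage 13) were plated 16-24 hr, then exposed to compounds (1:260 dilution of DMSO stock) for 48 hours at 37C. After MPER lysis, β-galactosidase reporter activity was read as FDG fluorescence (ex 480/em 540) after 30 minutes.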
Eya2 inh: qHTS Assay for Inhibitors of the Phosphatase Activity of Eya2; Protein phosphatase EYA2 (Homo sapiens), O00167; recombinant Eya2, OMFP fluorescence dephosphorylation (OMFP is methylfluorescein phosphate); Potency, µM (top dose mostly 76.9 µM), for inactives: at the top dose activity, negative = inhibition, usual class: inhibitors; hit rate 0.006% among 330,000; note: potency is the fitted concentration of half-maximal effect; % is set by controls: 0 for no effect and ±100 for the full control effect
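Eya2 (0.2 uM) preincubated 10 min at ambient with compound, then OMFP substrate added at 50 uM; 10 min reaction in 50 mM HEPES pH 7.5, 50 mM NaCl, 5 uM MgCl2, 0.05% BSA, 1 mM DTT. Fluorescence read at Ex 485/Em 525 nm.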
Numbers without * were called inactive; u = inconclusive; x = not tested or not shown; [ ] = dose if it differs, or a comment. Unless noted, calls come from the whole dose curve; as a rule, active = well fitted curve in the direction sought with a large enough effect; inconclusive = small, poorly fitted or top-dose-only effect, or another doubt; inactive = no such curve, though single readings can be large; an effect the other way counts as inactive or inconclusive.

Molecule	TSHR antagonist	TSG101-PTAP inh	AT treatment	Mito fusion yeast	Chronic BCR inh	ELG1 DNA repair	S-ASM inh	TCR activator	Tb PFK inh	Integrin act MD	Eya2 inh
CCOC(=O)N1CCN(C(=O)c2cc(S(=O)(=O)N3CCCC3)cn2C)CC1	23	2%	-2%	0%	7%	u	4%	0%	6%	-3%	20%
COC(C[C@@H]1O[C@@H]1[C@H](O)COCc1ccccc1)OC	-8	-2%	-4%	-2%	u	-2%	0%	-4%	5%	18%	-5%
Cc1ccc2c(c1)C(c1ccccc1)N(C(=O)c1ccc(Br)cc1)CC(=O)N2 (stereo not drawn)	3	-5%	16%	-1%	-9%	u	-11%	3%	-3%	0%	12%
O=[N+]([O-])c1cc(Cl)ccc1Sc1cccc2cccnc12	-3	-4%	x	0%	1%	3%	-7%	-1%	3%	-17%	-3%
Cc1cc(C2=NNC(=NCCc3ccccc3)SC2)c(C)n1-c1c(C)n(C)n(-c2ccccc2)c1=O	5	0%	-3%	-9%	9%	-10%	1%	5%	-3%	14%	-3%
Cc1cccc(N(C(=O)CNC(=O)c2ccco2)C(C(=O)NC2CCCC2)c2ccncc2)c1C (stereo not drawn)	8	-5%	-6%	1%	-6%	10%	1%	2%	-1%	0%	-5%
C=CCc1cccc(C=Nc2c[nH]c(=O)[nH]c2=O)c1O	3	-1%	-2%	1%	2%	-7%	7%	9%	-2%	0%	-25%
COc1ccc(C(C)=O)cc1Cn1cnc2c(cnn2C)c1=O	10	0%	0%	-3%	-1%	-2%	3%	6%	-1%	3%	u
C=CCOc1ccccc1CN1CCC(Oc2cc(C(=O)NC3CC3)ccc2OC)CC1	19	-2%	9%	-2%	5%	1%	1%	-5%	0%	-6%	-3%
O=C(Oc1nsnc1N1CCOCC1)N(c1ccccc1)c1ccccc1	14	-5%	5%	2%	4%	21%	-2%	-8%	9%	-35%	-19%

A stretch taken from the entries so far, for reference:
Molecule	TSHR antagonist	TSG101-PTAP inh	AT treatment	Mito fusion yeast	Chronic BCR inh	ELG1 DNA repair	S-ASM inh	TCR activator	Tb PFK inh	Integrin act MD	Eya2 inh
COc1ccc(C(C)=O)cc1Cn1cnc2c(cnn2C)c1=O	10	0%	0%	-3%	-1%	-2%	3%	6%	-1%	3%	u
C=CCOc1ccccc1CN1CCC(Oc2cc(C(=O)NC3CC3)ccc2OC)CC1	19	-2%	9%	-2%	5%	1%	1%	-5%	0%	-6%	-3%
O=C(Oc1nsnc1N1CCOCC1)N(c1ccccc1)c1ccccc1	14	-5%	5%	2%	4%	21%	-2%	-8%	9%	-35%	-19%

Remaining list, next part
Molecule	TSHR antagonist	TSG101-PTAP inh	AT treatment	Mito fusion yeast	Chronic BCR inh	ELG1 DNA repair	S-ASM inh	TCR activator	Tb PFK inh	Integrin act MD	Eya2 inh
CCOC(=O)Nc1ccc2c(c1)N(C(=O)CN(CC)CC)c1ccccc1C=C2	1	-2%	5%	-9%	-8%	8%	2%	-11%	-3%	9%	16%
CCCc1nc2oc(C(=O)c3ccccc3)c(N)c2c2c1COC(C)(C)C2	-4	-7%	x	4%	19%	-11%	11%	4%	5%	-5%	-2%
O=C(CCNC(=O)C1CCN(S(=O)(=O)c2ccccc2)CC1)Nc1ccccc1	-7	0%	14%	2%	3%	4%	5%	5%	-2%	25%	0%
CCOC(=O)C1=C(C)OC(N)=C(C#N)C1c1cc2ccccc2nc1N1CCCCC1 (stereo not drawn)	15	-10%	x	1%	u	15%	46%[activator]	6%	-4%	-9%	u
COc1ccc(/C=C/C(=O)c2ccncc2)c2ccccc12	-1	9%	26%	-7%	u	4%	-3%	1%[46.1 µM]	13%	-52%[inhibitor]	8%
O=C(COC(=O)c1ccc([N+](=O)[O-])s1)NCc1ccccc1	-2	-1%	5%	0%	-9%	8%	x	0%[46.1 µM]	6%	16%	-9%
COc1ccc(C(=O)CN2C(=O)NC3(CCc4ccccc43)C2=O)cc1 (stereo not drawn)	-8	0%	2%	1%	0%	-10%	-2%	4%	-6%	-17%	-15%
CN(CC(=O)Nc1cccc(F)c1)CC(=O)Nc1ccccc1-c1ccccc1	-11	0%	1%	x	-1%	-29%	-1%	5%	5%	-24%	-5%
CCN1C(=O)/C(=C/N(C(C)=O)c2ccccc2)N(c2ccccc2)C1=S	-5	-4%	-3%	1%	u	u	-6%	-2%	0%	-18%	-42%
CC(C)c1nc(CNC(=O)c2cc(COc3c(F)cccc3F)on2)cs1	-31	-8%	5%	-3%	u	5%	3%	2%	-5%	-23%	2%

(list continues)
Under each structure: TSHR antagonist | TSG101-PTAP inh | AT treatment | Mito fusion yeast | Chronic BCR inh | ELG1 DNA repair | S-ASM inh | TCR activator | Tb PFK inh | Integrin act MD | Eya2 inh
O=S(=O)(Nc1cccc(S(=O)(=O)N2CCCC2)c1)c1ccc(F)cc1
    -10 | 0% | 2% | -2% | 13% | 7% | -1% | -1% | -2% | 5% | 29%
O=C(/C=C/c1ccc(Cl)c(Cl)c1)n1cccn1
    7 | -5% | 18% | 0% | -6% | 1% | 0% | 6% | 1% | -14% | 1%
C#CCNC(=O)C1=C[C@@H](c2ccc(Br)cc2)C[C@@H](OCc2ccc(CO)cc2)O1
    1 | -2% | -14% | 5% | 1% | -3% | -9% | 2% | -7% | 1% | 12%
COc1cc(OC)c(NC(=O)CCNC(=O)Cn2cnc3ccccc3c2=O)cc1Cl
    6 | -2% | -1% | -1% | -18% | 0% | 5% | 3% | -4% | 29% | 2%
COc1ccc(NC(=O)C(=O)Nc2cccc3cccnc23)cc1OC
    12 | -3% | 6% | 2% | u | 4% | 9% | -5% | -2% | 5% | -14%
CC(C)N(CCC#N)C(=O)Nc1ccc2c(c1)CCO2
    -7 | -2% | -2% | -1% | 1% | 16% | 0% | -4% | 6% | 1% | 10%
CCN(CC)S(=O)(=O)c1ccc(-c2nnc(SC)o2)cc1
    -2 | -7% | x | -5% | 24% | 17% | 0% | -1% | -4% | -26% | 5%
Cc1cc(Cl)c(S(=O)(=O)NCc2ccccc2)cc1OCC(N)=O
    -2 | -5% | -5% | -2% | 2% | -5% | 3% | 5% | -1% | -4% | 5%
CN1CCN(C(=O)c2cc(COc3ccccc3)on2)[C@@H](c2ccccc2)C1
    8 | 0% | 0% | -2% | 0% | u | 3% | 3% | 1% | u | -6%
COc1cc(CNc2ccc3[nH]c(=O)[nH]c3c2)cc(Br)c1OCC(=O)NC(C)(C)C
    -8 | 0% | 3% | 0% | -26% | u | -6% | -2% | 3% | -9% | -6%

This is a random part of the collection; any-hit rate near 3.2%.
